# Source: PubChem (National Center for Advancing Translational Sciences (NCATS))
# ELG1 repair inh: inhibitors of ELG1-dependent DNA repair in HEK293T cells. Potency, µM (titrated, usually from 46.1 µM), inactives show top-dose activity change, negative = inhibition, most hits filed as inhibitors. HEK293T ELG1-luciferase reporter, luminescence, 16 h; DNA damage induced by 5-fluorouridine. 330,000 compounds, 2.3% hits. AID 504467; also: potency is read from the fitted curve at half-maximal effect; % is scaled to controls: 0 for no effect and ±100 for the full control effect; nearly all actives have a fitted effect of over 55% in size
#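 Quantitative HTS, concentration-response format. 2,000 cells/well co-treated with 5-fluorouridine and compound, 16 hr in 5% CO2 at 37 °C; ONE-Glo luminescence read after 30 min.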
# TRPV1 ag: human TRPV1 agonism. Q8NER1. TRPV1-expressing cells, Fluo-8 calcium influx, agonist mode. activation, % at 8.33 µM. 320,000 compounds, 0.19% hits; in the data active = activation above about 80%; inconclusive = between about 30% and that limit; also: 0% is about no effect
#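 Fluo-8 calcium influx in TRPV1-expressing cells, kinetic read (ex 480/em 520 nm). Compound added and read 3 min for agonist activity, followed by capsaicin at EC20 final and 2 min further read for enhancement.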
# TCR act: T cell receptor activation; primary human leukocytes, anti-CD3, IL-2 HTRF, 48 h; Potency, µM (highest dose often 9.22 µM), for inactives: top-dose activation of IL-2 secretion, most hits filed as activators; 330,000 tested, under 10 active; AID 504894; also: % of control where 0% means no effect
#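 IL-2 release read by HTRF sandwich (Eu cryptate donor, d2 acceptor, 665 nm emission) after 48 hr exposure of primary human leukocytes to compound together with anti-CD3 beads in the absence of co-stimulatory signals.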
# Integrin act MD: activators of alpha7 integrin expression for muscular dystrophy. alpha7betagal myoblasts, beta-gal FDG fluorescence, 48 h. Potency, µM (series often up to 38.3 µM), without a hit: top-dose activation, actives largely listed as activators. AID 624291. 350,000 compounds, 0.064% hits;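 also: potency is read from the fitted curve at half-maximal effect; 100% = response of the positive control SU9516; nearly all actives have a fitted effect of over 60% in size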
#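 alpha7betagal+/- myoblasts (passage 13, 250/well) treated 48 h at 37C with compounds at 1:260 dilution of DMSO stock. Lysed, then beta-galactosidase activity read as FDG fluorescence (ex 480/em 540) after 30 min, with pre-read for autofluorescence.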
# A-T KAP1 phos: candidate therapy for ataxia-telangiectasia; 320,000 compounds, 0.19% hits; […] A-T fibroblasts, KAP-1 phosphorylation AlphaLISA; neocarzinostatin DNA damage 30 min before lysis; AID 485349; Potency, µM (top dose mostly 57.5 µM), for the others: at the top dose activation, actives largely listed as activators; also: potency is read from the fitted curve at half-maximal effect; % of control where 0% means no effect; nearly all actives have a fitted effect of over 45% in size
#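 hTERT-immortalized A-T patient fibroblasts ([…]), 500 cells/well in OPTI-MEM, 1% FBS, got compounds for 60 min, then NCS for 30 min at 37C. Lysates were then assayed for phospho-KAP-1 by AlphaLISA (anti-pKAP1 donor, anti-KAP1 acceptor beads), 6 hr at 25C.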
# p53 reactivation: mutant p53 re-activation in reporter cells; H1299 p53-A138V BP100-luciferase reporter, luminescence, 24 h; Potency, µM (series often up to 92.2 µM), inactives show at the top dose activity change, positive = activation, most hits filed as activators; 320,000 compounds, 0.063% hits; AID 504706; also: potency is read from the fitted curve at half-maximal effect; % of control where 0% means no effect; nearly all actives have a fitted effect of over 45% in size
#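 p53-null H1299 cells stably carrying temperature-sensitive p53-A138V and a BP100-luciferase reporter were pinned with compounds (4-point, 1:5 series) and held 24 hrs at 37 deg C. Luminescence was read 10 min after detection reagent.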
# B2AR arrestin: recruits beta-arrestin to the human beta2-adrenergic receptor. Potency, µM (titrated, usually from 46.1 µM), for the others: top-dose activation, usual class: activators. beta-arrestin recruitment to beta2AR, cell-based reporter. P07550. 330,000 compounds, 0.02% hits;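 also: potency is read from the fitted curve at half-maximal effect; 0% = DMSO controls and full agonism = EC100 isoproterenol or metaproterenol; nearly all actives have a fitted effect of over 65% in size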
# Target sequence (P07550 whole entry, looked up): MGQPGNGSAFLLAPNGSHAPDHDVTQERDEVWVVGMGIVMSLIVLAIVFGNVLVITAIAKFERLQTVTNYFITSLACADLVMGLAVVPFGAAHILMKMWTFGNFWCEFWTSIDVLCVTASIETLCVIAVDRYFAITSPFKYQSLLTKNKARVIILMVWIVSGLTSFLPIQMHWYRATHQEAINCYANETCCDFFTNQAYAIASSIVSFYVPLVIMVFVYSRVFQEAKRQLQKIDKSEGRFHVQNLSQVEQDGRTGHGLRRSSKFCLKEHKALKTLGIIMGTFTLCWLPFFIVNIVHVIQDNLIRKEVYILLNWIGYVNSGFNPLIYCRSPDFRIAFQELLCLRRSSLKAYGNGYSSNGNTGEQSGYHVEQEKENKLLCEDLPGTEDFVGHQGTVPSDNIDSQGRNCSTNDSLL
# TSG101-PTAP inh: blocks PTAP/TSG101 interaction to inhibit HIV-1 budding. Fluorescence polarization, FITC-PTAP peptide / Tsg101 binding. Potency, µM (top dose mostly 115 µM), inactives show top-dose activity change, negative = inhibition, actives largely listed as inhibitors. 340,000 tested, under 10 active. AID 493005; active = well fitted inhibition curve with a large enough effect in the main read-out, with a control signal flat, not every such curve was filed as active; inconclusive = small, poorly fitted or top-dose-only effect, or effect the other way, or a change in a side signal; inactive = no such curve, though single readings can be large or run the other way; also: potency is read from the fitted curve at half-maximal effect; % of control where 0% means no effect
# Target sequence (Q99816 whole entry, looked up): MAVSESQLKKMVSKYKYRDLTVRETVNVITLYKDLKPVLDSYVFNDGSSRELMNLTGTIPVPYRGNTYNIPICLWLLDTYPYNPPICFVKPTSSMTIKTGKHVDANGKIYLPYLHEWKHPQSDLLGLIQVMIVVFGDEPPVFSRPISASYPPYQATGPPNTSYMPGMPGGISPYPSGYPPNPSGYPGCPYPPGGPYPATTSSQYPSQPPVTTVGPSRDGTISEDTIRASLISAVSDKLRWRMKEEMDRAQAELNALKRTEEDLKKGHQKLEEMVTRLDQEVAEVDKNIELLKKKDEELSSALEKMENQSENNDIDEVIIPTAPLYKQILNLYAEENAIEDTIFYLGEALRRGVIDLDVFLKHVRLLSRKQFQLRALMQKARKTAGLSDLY
#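 Fluorescence polarization binding of Tsg101 binding domain (10 uM final) to FITC-labeled PTAP peptide (50 nM final) in HEPES pH 7.5 buffer with NaCl, Tween 20, EDTA, TCEP. Compounds added before peptide; binding 20 min at RT.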
# BRCA1 expr up: activators of BRCA1 expression | MCF7-BRCA1-FFLuc reporter, luminescence, 48 h; response scale: scaled: vehicle 0%, 10 µM genistein 100% | AID 624202 | Potency, µM (doses to about 46.1 µM), without a hit: at the top dose activation, usual class: activators | 380,000 compounds, 1.1% hits; also: potency is read from the fitted curve at half-maximal effect; nearly all actives have a fitted effect of over 80% in size; some results filed as inactive show a strong effect at the top dose
#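 Cells: MCF7-BRCA1-FFLuc, 2000/well. Exposure: 48 h, 37 °C, 5% CO2. Read: luminescence, 15 min post-substrate. Controls: genistein 10 microM (maximal activation), DMSO (neutral).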
# CXXC DNA block: MLL CXXC-DNA interaction inhibition. Q03164. MLL-CXXC / FITC-HOXA9 DNA fluorescence polarization. Potency, µM (top dose mostly 115 µM), for inactives: top-dose activity change, negative = inhibition, hits mostly inhibitors. 290,000 compounds, 0.037% hits. AID 2662; active = well fitted inhibition curve with a large enough effect in the polarisation, with a control signal flat, not every such curve was filed as active; inconclusive = small, poorly fitted or top-dose-only effect, or effect the other way, or a change in a side signal; inactive = no such curve, though single readings can be large or run the other way; the % refers to the polarisation; also: potency is read from the fitted curve at half-maximal effect
#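 Purified MLL-CXXC (added from a 7 uM solution) was preincubated 5 min at ambient with pinned compounds in 50 mM Tris-HCl pH 7.5, 50 mM NaCl, 1 mM DTT, 0.05% BSA. Fluorescein-labeled HOX-A9 DNA (50 nM solution) followed, 30 min, then polarization read.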
# Numbers without * were called inactive; u = inconclusive; x = no result given; [ ] = remark or other dose. Unless noted, calls follow the shape of the dose curve; as a rule, active = well fitted curve in the direction sought with a large enough effect; inconclusive = small, poorly fitted or top-dose-only effect, or another doubt; inactive = no such curve, though single readings can be large; an effect the other way counts as inactive or inconclusive. No enrichment for hits; any-hit rate near 3.8%.
# Second line of a record – ELG1 repair inh	TRPV1 ag	TCR act	Integrin act MD	A-T KAP1 phos	p53 reactivation	B2AR arrestin	TSG101-PTAP inh	BRCA1 expr up	CXXC DNA block
1	COc1ccc(OC)c(/C=N/n2c(C)nc3ccccc3c2=O)c1
  x	x	2.1%	4.9%	x	x	x	-0.9%	-17.1%	x
2	O=C1c2ccccc2C(=O)N1OS(=O)(=O)c1ccccc1
  11.1%	-1.3	4.3%[46.1 µM]	x	11.9%	7.2%	-0.4%	x	x	57.9%[activator]
3	Cc1cc(N2CCN(c3ccccc3)CC2)n2ncnc2n1
  -9.1%	1.8	x	10.4%	1.8%	-3.4%	-0.4%	-1.6%	-19.4%	-11.6%
4	CCN1C(=O)c2cccc3c(N)ccc1c23
  u	-0.9	-3.4%	12.1%	0.4%	-15.0%	-0.1%	-3.6%	-66.4%	1.1%
5	COc1ccc2sc(-c3ccccc3OC)c(-c3ccc(OC)nc3)c2c1
  u	11.9	-3.7%	1.5%	-3.4%	13.9%	0.3%	-0.5%	-35.0%	x
6	COc1ccc(C(=O)Nc2nnc(CCc3ccccc3)s2)c(OC)c1
  -10.2%	2.2	10.3%	19.9%	1.2%	-31.2%[inhibitor]	-0.3%	-5.0%	2.0%	2.2%
7	COc1ccc(NC(=O)c2ccc3c(c2)OCO3)cc1S(=O)(=O)N1CCOCC1
  u	x	3.5%	31.8%	3.2%	-2.7%	-1.1%	0.1%	20.1%	x
8	CC1(C)CC(NCCN2CCN(C3=CC(=C(C#N)C#N)CC(C)(C)C3)CC2)=CC(=C(C#N)C#N)C1
  u	9.4	-3.2%	u	-4.9%	-2.3%	-0.1%	-0.2%	-39.9%	10.9%
9	Clc1ccccc1CN(Cc1ccco1)Cc1nnnn1C1CCCC1
  u	1.8	0.6%[46.1 µM]	18.6%	x	14.7%	-0.8%	-1.6%	-29.0%	5.8%
10	Cc1cccc(NC(=S)N(C)C2CCCCC2)c1
  26.9%	0.4	2.2%	u	-0.4%	6.9%	-0.7%	-4.0%	0.0%	-0.6%
11	COc1ccc(-c2cc(C(=O)OCC(=O)N3CCOCC3)c3ccccc3n2)cc1
  20.6µM*	x	11.7%[46.1 µM]	2.7%	18.1%	-15.1%	-1.4%	-8.8%	47.7%	x
12	Cn1c(/C=C/c2cccc(Br)c2)nc2ccccc2c1=O
  12.0%	28.3	-2.2%	-34.9%	10.0%	16.9%	-0.7%	-9.6%	-62.5%[inhibitor]	11.1%
13	COc1ccc(NC(=O)/C=C/c2ccc(Br)o2)cn1
  u	u	9.0%	39.9%	0.0%	4.1%	-0.1%	-6.7%	67.5%	-0.2%
14	COc1ccc(S(=O)(=O)N(C)C[C@H]2Oc3ccc(NC(=O)Cn4cnnn4)cc3C(=O)N([C@H](C)CO)C[C@@H]2C)cc1
  8.1%	x	0.5%	15.6%	7.6%	1.0%	-0.1%	-6.1%	16.4%	x
15	NC(=O)CC(NC(=O)c1cccc(Br)c1)c1ccc(N2CCN(c3ccc(F)cc3)CC2)c([N+](=O)[O-])c1 (centres undefined)
  -2.2%	3.2	-1.9%	7.2%	-2.2%	5.8%	0.2%	-0.7%	-31.8%	4.5%
16	O=C(Oc1ccc[nH]c1=O)c1cc([N+](=O)[O-])cc([N+](=O)[O-])c1
  u	5.7	1.3%	0.4%	-5.9%	1.3%	-0.2%	u	0.7%	5.5%
17	O=C(COC(=O)c1ccccc1Nc1ccccc1)Nc1ccccc1
  6.2%	22.7	-5.2%[46.1 µM]	17.7%	9.4%	-12.8%	-1.3%	0.6%	-11.9%	9.4%
18	C/C(CC(=O)Nc1ccc(C)c(Cl)c1)=N\NC(=O)Cc1cccs1
  0.1%	11.0	-2.2%	-19.3%	-45.5%	-1.8%	-1.0%	-9.0%	0.0%	6.4%
19	Cc1cccc(C(=O)NNC(=S)NC(=O)c2cccs2)c1
  -3.7%	10.6	x	-15.8%	-0.8%	u	0.5%	1.1%	-101.8%	-12.0%
20	CC(=O)NCCNC(=O)c1ccc(Cn2c(=O)[nH]c3ccsc3c2=O)cc1
  1.2%	0.2	10.1%	-16.1%	5.7%	3.5%	0.4%	-8.7%	-25.3%	16.5%
21	Cc1ccc(NC(=O)O/N=C/c2ccc(Br)cc2)cc1
  22.4%	1.5	4.9%	-4.3%	5.7%	x	0.5%	-0.7%	1.8%	-3.6%
22	O=C(N/N=C/C(c1ccccc1)c1ccccc1)c1ccccc1F
  -1.4%	1.1	0.2%	21.6%	4.5%	-0.3%	-0.1%	-1.9%	-3.4%	-3.2%
23	O=C(NN=C1CCCC1)c1ccc(O)cc1
  10.7%	19.1	9.4%	-21.4%	-6.9%	-14.5%	-0.7%	-0.9%	8.5%	-7.1%
24	Brc1ccc(C2Nc3cccc4cccc(c34)N2)o1
  -2.3%	-1.3	-1.6%	-9.5%	0.2%	-5.2%	-0.6%	-8.2%	-56.0%	-8.5%
25	Cc1cc(C)c(CN2CCC(n3nccc3NC(=O)CCOc3ccccc3)CC2)cc1C
  -0.7%	0.9	-7.2%	-38.7%	3.3%	-20.3%	1.1%	-1.6%	-14.9%	5.4%
26	Cc1nnsc1C(=O)Nc1cc(Cl)ccc1Cl
  13.9%	3.8	3.4%[46.1 µM]	u	-1.6%	-4.7%	0.2%	-3.8%	-6.7%	-6.2%
27	CCCC(C(=O)NC1CCCC1)N(Cc1ccccc1)C(=O)c1snc(C(N)=O)c1N (centres undefined)
  1.0%	3.1	-2.3%	-22.6%	-1.2%	-1.5%	-0.2%	0.4%	-10.2%	4.3%
28	O=C(Nc1nc2ccccc2c(=O)s1)c1ccco1
  2.5%	5.7	3.0%	-3.7%	18.0%	2.3%	-0.1%	-4.8%	5.0%	89.6%[activator]
29	CCOC(=O)C1(Cc2ccccc2C(F)(F)F)CCN(C(=O)c2cc(C)n(C)n2)CC1
  u	u	-4.0%	-7.7%	4.8%	10.4%	0.1%	-2.4%	u	4.2%
30	COc1ccc(CCC(=O)NNC(=O)c2cc(Cl)ccc2OC)cc1OC
  -3.8%	1.1	8.7%	-5.9%	0.2%	-5.6%	-0.8%	-3.2%	-37.5%	27.8%
31	O=C(NC1CC2CCCC(C1)N2C(=O)Nc1ccccc1)c1ccncc1 (centres undefined)
  14.9%	0.3	-0.3%	-1.9%	1.0%	3.5%	0.0%	-6.1%	1.0%	0.4%
32	CCn1c(/C=C/c2ccccc2F)nc2ccccc2c1=O
  u	u	4.3%	-61.4%[inhibitor]	-0.2%	-57.3%[inhibitor]	-0.3%	-1.4%	-55.4%	-12.0%
33	C=CCn1c(O)c(N=O)c2cc(C)ccc21
  2.3%	-2.5	2.7%	18.0%	-0.8%	-2.7%	-0.8%	-1.6%	3.0%	-13.6%
34	CC1=CC(C)C(CN(CCC[N+](C)(C)C)C(=O)Nc2ccccc2)C(C)C1 (centres undefined)
  0.6%	x	1.6%	-32.1%	0.7%	0.5%	-2.4%	1.6%	-8.4%	-7.8%
35	CC(=O)c1ccc(N2CCN(S(=O)(=O)c3cccc(S(=O)(=O)N4CCOCC4)c3)CC2)cc1
  0.4%	-1.5	0.1%	1.3%	x	2.2%	0.0%	-1.6%	-4.4%	0.6%
36	N/C(=N\OC(=O)Nc1ccccc1)c1ncc([N+](=O)[O-])s1
  u	-4.3	2.0%	-79.0%[inhibitor]	12.3%	u	-1.0%	-2.0%	-101.6%	-13.7%
37	Cc1cc(C)c2nc(NNC(=O)c3ccc(S(=O)(=O)N4CCCCC4)cc3)sc2c1
  3.3%	2.9	-3.0%	-42.8%	-19.3%	u	9.1%	1.3%	-78.9%	6.1%
38	Cc1cc2cc(CN(Cc3ccco3)S(=O)(=O)c3c(C)ccc4nsnc34)c(=O)[nH]c2cc1C
  u	4.6	1.9%	-9.3%	3.0%	5.3%	0.5%	-4.1%	-81.8%	15.9%
39	Cc1ccc(-n2ncc3c(NCc4ccco4)ncnc32)cc1C
  u	2.7	3.7%	-15.4%	2.6%	u	-1.1%	-1.4%	u	10.9%
40	CN(CC(=O)Nc1ccc(S(=O)(=O)N2CCCC2)cc1)CC(=O)Nc1ccc(F)c(F)c1F
  u	1.6	-2.0%	-5.8%	1.2%	-6.0%	0.9%	-7.0%	-22.6%	0.9%
41	Cc1nc2cc(C(=O)O)ccc2n1-c1ccccc1
  6.0%	x	-0.9%	-5.9%	3.5%	4.9%	0.2%	1.9%	0.0%	-11.0%
42	COc1ccc(-c2nc3ncccn3c2Nc2ccccc2)cc1
  -19.3%	u	-3.9%	-9.9%	-2.7%	13.5%	0.2%	1.3%	0.1%	18.8%
43	Cc1ccc(-c2c(C)n([O-])c3c([n+]2=O)CCC3)cc1
  -4.3%	-7.8	-7.9%[46.1 µM]	15.5%	-0.8%	3.9%	-0.1%	-2.3%	0.3%	-5.5%
